PLAP activator: human PLAP activation; purified PLAP enzyme, luminescent substrate read-out; hits give high values; 1.2% of 96,000 active; AID 696; activation fold at 20 µM; in the data active = activation fold above about 2
S1P2 agonist: activates the human S1P2 receptor; S1P2-expressing cell line, agonist reporter read-out; O95136; activation, % at 4.5 µM; 0.46% of 97,000 active; in the data active = activation above about 16%;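 note: 0% = vehicle low control and 100% = maximal reference agonist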
Target sequence (O95136 whole entry, looked up): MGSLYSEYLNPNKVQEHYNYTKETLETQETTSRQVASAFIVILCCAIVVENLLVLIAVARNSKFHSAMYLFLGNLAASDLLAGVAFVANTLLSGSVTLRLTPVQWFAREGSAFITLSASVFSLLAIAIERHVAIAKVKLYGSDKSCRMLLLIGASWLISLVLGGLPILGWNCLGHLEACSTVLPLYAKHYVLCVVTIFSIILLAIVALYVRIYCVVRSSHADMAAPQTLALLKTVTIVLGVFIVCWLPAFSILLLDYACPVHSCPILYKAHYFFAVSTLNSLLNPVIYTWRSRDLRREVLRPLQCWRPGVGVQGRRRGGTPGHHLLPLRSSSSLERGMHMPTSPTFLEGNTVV
S1P2 blocker: antagonists of human S1P2 receptor. cell-based S1P2 antagonist assay, inhibition at 5 uM. 0.21% of 97,000 active. AID 736. inhibition, % at 5 µM. O95136; in the data active = inhibition above about 45%;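 note: CRE beta-lactamase reporter cells expressing human S1P2 stimulated with S1P; 0% = agonist at EC80 alone and 100% = agonist plus reference antagonist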
HIV Rev-RRE inh: inhibitors of HIV-1 Rev-RRE RNA interaction | P05866 | inhibition, % at 8 µM | 0.79% of 97,000 active | Rev peptide-RRE RNA binding, FRET;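 active = inhibition above the screen-wide mean plus 3 SD, cut at about 35% in these data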;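 note: 0% = median DMSO wells and 100% = median Neomycin B control wells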
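Test system: Cy5-tagged RRE RNA duplex with fluorescein-tagged Rev peptide | Read-out: % inhibition of FRET ratio versus controls | Probe or stimulus: Labelled Rev peptide | Incubation: 5 min RNA-compound premix plus 15 min binding step, 25 °C | Technique: FRET fluorescence readout | Benchmarks: DMSO low control, neomycin B high control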
FAK blocker: inhibitors of human focal adhesion kinase. Q05397. biochemical FAK kinase activity assay. inhibition, %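 (tested at 7 µM)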. 0.84% of 97,000 active. AID 727; in the data active = inhibition above about 19%;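 note: 0% = DMSO and 100% = reference compound high control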
Plk1 PBD FP: inhibitors of human Plk1 polo box domain binding. AID 693. 0.13% of 97,000 active. inhibition, %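 (tested at about 20 µM)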. Plk1 PBD phosphopeptide binding, fluorescence polarization; in the data active = inhibition above about 34%, passing the limit was not always enough
Target sequence (P53350 whole entry, looked up, the tested form may be a part): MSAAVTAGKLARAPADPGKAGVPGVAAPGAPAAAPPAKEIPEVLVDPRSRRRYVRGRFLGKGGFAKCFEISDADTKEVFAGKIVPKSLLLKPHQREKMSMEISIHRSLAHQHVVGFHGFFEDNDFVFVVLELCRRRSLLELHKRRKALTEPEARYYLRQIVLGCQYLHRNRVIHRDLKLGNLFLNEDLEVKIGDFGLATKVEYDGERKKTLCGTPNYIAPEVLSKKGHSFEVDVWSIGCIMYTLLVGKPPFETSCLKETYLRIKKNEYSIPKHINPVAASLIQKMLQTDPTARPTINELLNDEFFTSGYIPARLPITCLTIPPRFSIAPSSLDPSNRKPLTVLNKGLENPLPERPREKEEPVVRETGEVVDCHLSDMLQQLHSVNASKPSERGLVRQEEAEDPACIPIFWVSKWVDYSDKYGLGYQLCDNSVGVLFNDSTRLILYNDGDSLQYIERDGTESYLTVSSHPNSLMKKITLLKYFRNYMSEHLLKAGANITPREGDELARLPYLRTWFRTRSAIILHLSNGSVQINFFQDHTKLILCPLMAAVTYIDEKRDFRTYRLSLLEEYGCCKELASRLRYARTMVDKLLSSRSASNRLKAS
PLK1 inh: PLK1 (human) kinase inhibition; inhibition, % at 10 µM; recombinant PLK1 kinase, TR-FRET peptide phosphorylation; 0.53% of 97,000 active; AID 619;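 active = inhibition of 50% or more in the single-concentration screen; inactive = inhibition below 50%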;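 note: 0% = DMSO max control and 100% = H-89 dihydrochloride min control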
MT1-MMP txn act: MT1-MMP promoter transcription activation; HT1080 MT1-MMP promoter luciferase reporter, luminescence, overnight; hits give high values; activation factor at 10 µM; 0.16% of 86,000 active; AID 750;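 active = activation factor of at least 2 for MT1-MMP transcription at 10 µM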
EphB4 ephrin blk: blocks human EphB4 binding to ephrin-B2 | P54760 | EphB4 LBD / TNYL-RAW-Alexa532 peptide, fluorescence polarization | inhibition, % at 7 µM | 0.15% of 97,000 active;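 active = inhibition above the screen-wide mean inhibition plus 3 SD, cut at about 15% in these data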;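 note: 0% = DMSO wells and 100% = excess unlabeled TNYL-RAW peptide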
The depositor's hits bear a star; · = no result given.

nr	PLAP activator	S1P2 agonist	S1P2 blocker	HIV Rev-RRE inh	FAK blocker	Plk1 PBD FP	PLK1 inh	MT1-MMP txn act	EphB4 ephrin blk	structure
1	1.4	-2	-17	2	0	-11	-28	1.1	1	COc1ccc(N2CCN(/C(=N\S(=O)(=O)c3ccc(C)cc3)Nc3nc(C)cc(C)n3)CC2)cc1
2	1.2	-3	5	11	4	-20	-5	1	7	CC(=O)Nc1ccc(S(=O)(=O)N2CCC(N(C)CCC(C)C)CC2)cc1
3	1	-2	6	2	-2	11	-14	1.1	1	Cn1c(CCCNC(=O)c2cccs2)nc2ccccc21
4	0.9	-4	-3	-1	-3	-6	-14	1	8	COc1ccc(NC(=O)CCCCn2c(=O)[nH]c3ccccc3c2=O)cc1
5	0.8	-2	-28	5	-2	4	-35	1.1	0	CCOC(=O)c1ccc(NC(=S)N2CCN(S(C)(=O)=O)CC2)cc1
6	1.7	-1	-11	7	-1	-19	0	1.2	3	COCCn1nnnc1C(c1cc2cc(OC)ccc2[nH]c1=O)N1CCC(Cc2ccccc2)CC1 (stereo unspecified)
7	1.1	-4	-2	4	1	16	-8	1.2	-4	Cc1cc(=O)oc(C)c1C(=O)Nc1c(C)n(C)n(-c2ccccc2)c1=O
8	0.9	-3	26	0	2	-8	-2	1.2	2	COC(=O)c1cccc(NC(=O)Cn2nnc3ccccc32)c1
9	1	0	12	7	-3	-2	-4	1.2	8	CCN(CC(=O)N1CCOCC1)S(=O)(=O)c1ccc(C)cc1
10	1.3	0	-27	13	3	1	-9	1.2	-9	CCc1nc(NCCN2CCOCC2)c(C#N)c2c1CCCC2
11	1	-4	4	3	1	-22	10	1.2	-7	O=C(NCc1ccncc1)c1cccc(Cn2cc(Br)cn2)c1
12	0.8	-5	17	4	7	4	-20	1.1	5	O=S(=O)(NC1CCCC1)c1ccc(Br)s1
13	0.8	-3	4	11	6	13	4	1.5	0	O=C(NCCc1ccccc1)c1ccncc1
14	1.1	-4	-34	9	-1	19	-16	1.2	-3	CCCC1=Nc2cc(C(=O)NCCCOC(C)C)ccc2Sc2ccccc21
15	0.9	-1	6	11	0	5	-3	0.6	-2	COc1ccc(CCNC(=O)c2nnn(-c3ccc4c(c3)OCCO4)c2N)cc1OC
16	1.2	0	-12	3	2	-2	-7	·	-4	CC(C(=O)NCc1ccco1)n1cc(C(=O)c2ccco2)c2ccccc21 (stereo unspecified)
17	1.1	-5	2	-2	-3	-23	3	1.1	0	C/C(=C1\SC(N2CCOCC2)=NC1=O)c1ccc(C)cc1
18	1.1	-5	14	9	-2	7	-9	1.1	1	CN(C)CC#CCCCCCCC#CCN(C)C
19	1.6	-2	-2	4	2	-3	-13	1.1	-2	COc1ccccc1OCC(=O)N(Cc1nc(-c2ccc(Cl)cc2)no1)C(C)C
20	1.2	-2	-3	2	-1	-1	-10	1.1	1	CCn1c(SCC(=O)Nc2ccccc2N2CCOCC2)nnc1-c1ccccc1O
21	1.6	-4	6	3	2	17	4	1.2	-2	Cc1ccc(S(=O)(=O)N2CCN(C(=O)N(c3ccccc3)c3ccccc3)CC2)cc1
22	0.9	-11	5	3	1	12	-8	1.1	-3	O=C(NC1CCCCCC1)C1c2ccccc2C(=O)N1C1CC1 (stereo unspecified)
23	1.1	-2	-10	2	1	-9	-5	·	1	CCOC(=O)Cc1csc(NC(=O)C(C)(C)CC)n1
24	1.1	-2	-8	5	4	-2	-16	·	1	Cn1c(CCCOc2ccc(Cl)cc2Cl)nnc1SCC(=O)Nc1nccs1
25	1.1	-4	6	8	4	-3	-11	1.1	7	[O-]/[N+](=C/c1ccc(F)cc1)c1ccccc1
26	1.4	-5	6	8	5	-6	1	1	10	Cc1cc(C)n(/N=C/c2cccc(O)c2)c(=O)c1C(N)=O
27	1.6	-1	7	6	-2	5	1	0.9	7	O=C1Nc2ccccc2C12OCC1(CO2)COC2(OC1)C(=O)Nc1ccccc12 (stereo unspecified)
28	1.7	-5	-2	-1	-1	8	-14	1.1	3	COc1cc(C(=O)N2c3ccccc3CC2C)cc(OC)c1OC (stereo unspecified)
29	0.9	-4	-18	4	1	8	0	1.3	-8	N=c1sc2ccccc2n1-c1ccccc1
30	1.1	0	-21	4	-2	1	-8	·	1	Cc1ccc(-c2csc3ncn(CC(=O)N4CCOCC4)c(=O)c23)cc1
31	1.1	-4	5	4	2	10	2	·	3	C=CCCC(=O)Nc1nc(C)c(-c2csc(Nc3cc(Cl)ccc3OC)n2)s1
32	0.9	-3	-16	11	-3	18	-9	·	0	Cn1c(=O)oc2cc(S(=O)(=O)NCCN3CCN(c4ccccc4)CC3)ccc21
33	1.6	-7	-9	12	4	-14	35	1.3	3	O=C(NCc1nc2ncc(Br)cc2[nH]1)c1ccccc1
34	0.8	-1	26	8	2	3	-11	1.3	1	O=c1cc(N2CCC(Cc3ccccc3)CC2)[nH]c(=O)n1C1CCCCC1
35	0.8	0	-3	1	1	16	-7	1.1	-5	Cc1ccc(NC(=O)CSc2nnc(-c3ccccn3)n2C)cc1
36	1.1	-1	11	10	1	-13	-1	1.2	-8	C=CCNC(=O)c1c(-c2c(F)cccc2Cl)noc1C
37	1	0	-6	-4	1	1	-14	1.1	-2	COc1cc(-c2nnc(COc3ccc4ccccc4c3)o2)cc(OC)c1OC
38	0.6	-3	0	13	-1	-13	4	·	0	O=C(CCNc1cc(Cl)cc(Cl)c1)c1cccs1
39	0.9	1	33	5	2	-10	-9	1.2	10	COCCN1Cc2cccc(C(=O)Nc3c(C)cc(C)cc3C)c2C1=O
40	1.2	0	-17	7	0	-14	3	·	-2	Cc1cc(=O)[nH]c2ccc(Cl)cc12
41	·	1	-1	2	1	-7	-15	1.2	-1	CCn1c(COc2ccccc2C(N)=O)nc2ccccc21
42	1	-5	2	6	0	0	0	1.1	3	NC(=O)c1sc(=S)n(-c2ccc(Br)cc2)c1N
43	0.9	2	-33	0	1	5	-16	1	-4	COc1ccc(C(=O)NC2=C(C#N)CCC2)cc1OC
44	1	-5	21	8	-1	-10	-8	1.2	3	COC(=O)c1ccc(C2C(C#N)=C(N)Oc3cc(C)n(C)c(=O)c32)cc1 (stereo unspecified)
45	0.8	-6	3	4	-4	22	-9	·	-3	O=C(NCc1ccccc1)c1ccc(Cl)cc1[N+](=O)[O-]
46	1.6	-4	10	2	6	-17	-2	1.2	-1	Cc1ccc(C)c(N2CCN(C(=O)CN(C)S(=O)(=O)c3ccc4c(c3)CCC(=O)N4)CC2)c1
47	1	1	-8	8	0	22	-10	·	1	CN1C(=O)N(C)C2CC1N(C)C(=O)N2C
48	·	-4	5	7	0	31	-6	1.1	-2	NC(=O)N1CC(O)CC1C(=O)Nc1ccc(Cl)c(Cl)c1 (stereo unspecified)
49	0.9	-5	-21	1	2	3	-4	1.5	2	Cc1nn(C)cc1CNC(=O)Nc1ccc(Cl)c(Cl)c1
50	0.8	-5	-16	7	-5	-2	-13	1	-1	CSc1nc(-c2ccccc2)nc2c1COC(C)(C)C2
51	0.9	-5	4	11	-1	-1	-6	1.1	-4	CN(C)S(=O)(=O)n1ccnc1
52	1	-3	11	1	1	-4	-7	1.3	1	CCCN1C(=O)c2ccccc2NC1c1ccc(OC)cc1OC (stereo unspecified)
53	0.9	-3	19	11	3	-14	-3	1.2	5	Oc1ccc(CNC2CCCCC2)cc1
54	1	1	1	14	0	-6	-8	1.1	7	COc1ccc2c(c1)c1nc3ccccc3nc1n2CC(=O)OC(C)C
55	1.6	-4	5	5	3	-11	-20	1.1	-5	Cn1c(=O)cc(OCCCC(=O)NCCN2CCN(c3ccccc3F)CC2)c2ccccc21
56	1.2	-4	15	13	-3	-9	1	1.1	1	O=C(c1ccco1)N1CCN(C(=O)c2cc(-c3ccccn3)nc3ccccc23)CC1
57	1.6	-4	-6	1	0	-7	-6	1.1	2	COc1ccc(N(CC(=O)Nc2ccc(C)cn2)S(=O)(=O)c2c(C)nn(C)c2C)cc1
58	0.9	-3	-3	3	1	-10	-9	1.1	-4	CC(Nc1ccc(Br)cn1)c1cc(Cl)ccc1O (stereo unspecified)
59	0.7	-7	-5	7	0	-8	-3	1.2	2	COc1ccc(NC(=O)CN(C)S(=O)(=O)c2ccccc2)cc1
60	1.2	-6	-6	2	-6	-15	-8	1.1	-3	COc1cc(C(=O)Oc2cccc(C)c2)cc(OC)c1OC

Going on with the list.
nr	PLAP activator	S1P2 agonist	S1P2 blocker	HIV Rev-RRE inh	FAK blocker	Plk1 PBD FP	PLK1 inh	MT1-MMP txn act	EphB4 ephrin blk	structure
61	2.7*	-10	-21	-6	2	-7	-15	1	-1	COc1cc(C(=O)Nc2ccc(-c3nc4cc(C)ccc4o3)c(O)c2)cc(OC)c1OC
62	1	-4	25	8	-1	8	-15	1	0	CC1CCc2nn(CC(=O)NCCCN3CCOCC3)cc2C1 (stereo unspecified)
63	1.1	-6	-11	6	0	-11	-11	0.8	2	Cc1ccc(OCC(=O)Nc2ccc(O)c(C(=O)O)c2)cc1C
64	0.7	-4	-7	-2	0	32	-7	1.6	-4	O=C(Cn1[nH]c(=O)c2ccccc2c1=O)NC1CCCCCC1
65	1.1	-2	-9	8	1	-24	-11	·	3	CNC(=S)NCCc1ccc(OC)c(OC)c1
66	0.8	-1	-8	0	0	21	-14	1.5	7	C/C=C(\C)c1nnc(NC(=O)c2ccco2)s1
67	0.8	-2	-7	2	-2	-14	-8	·	7	COCC(=O)Nc1ccc(S(=O)(=O)Nc2ncccn2)cc1
68	0.8	-3	4	3	1	-7	-11	·	-1	O=[N+]([O-])c1ccccc1N/N=C/c1c[nH]c2ccccc12
69	0.8	-4	17	6	2	11	-5	1.2	1	O=C(COc1ncnc2ccccc12)NCc1ccc2c(c1)OCO2

Reprinted at random: 5 entries already listed.
nr	PLAP activator	S1P2 agonist	S1P2 blocker	HIV Rev-RRE inh	FAK blocker	Plk1 PBD FP	PLK1 inh	MT1-MMP txn act	EphB4 ephrin blk	structure
62	1	-4	25	8	-1	8	-15	1	0	CC1CCc2nn(CC(=O)NCCCN3CCOCC3)cc2C1 (stereo unspecified)
63	1.1	-6	-11	6	0	-11	-11	0.8	2	Cc1ccc(OCC(=O)Nc2ccc(O)c(C(=O)O)c2)cc1C
66	0.8	-1	-8	0	0	21	-14	1.5	7	C/C=C(\C)c1nnc(NC(=O)c2ccco2)s1
67	0.8	-2	-7	2	-2	-14	-8	·	7	COCC(=O)Nc1ccc(S(=O)(=O)Nc2ncccn2)cc1
68	0.8	-3	4	3	1	-7	-11	·	-1	O=[N+]([O-])c1ccccc1N/N=C/c1c[nH]c2ccccc12

Screening results: PubChem BioAssay, several laboratories
